# High-throughput results as filed in PubChem BioAssay.
# Pf gamet viab – kills late stage P. falciparum gametocytes | P. falciparum stage V gametocytes, ATP luminescence, 24 h | inhibition, % at 10.9 µM | AID 743093 | 150,000 tested, 0.065% active;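 active = inhibition above the mean plus 3 SD of compounds within the control limits, set per campaign, cut at about 38% in these data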;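 also: 0% = DMSO wells and 100% = medium only without gametocytes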
# Avidin bead fluor – compound fluoresces at 488/530 nm on avidin beads; 220,000 tested, 0.38% active; AID 1775; fluorescence (KMESF) at 10 µM; compound fluorescence 488/530 nm, flow cytometry; active compounds read high; in the data active = fluorescence above about 47; also: inactives centre near 10
# RGS7-Gao reg – regulators of human RGS7-Galphao interaction | AID 1439 | P09471 | Multiplexed bead flow cytometry, RGS7-Galphao binding; actives lie on both sides | 220,000 tested, 0.35% active | binding response (% of control), % at 10 µM; in the data active = binding response below about 49% or above about 150%; inconclusive = no clear call, values can overlap the other calls; inactive = in between;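 also: fluorescent Galphao held in activated GDP-AlF4 state binding bead-coupled RGS7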
# RGS4-Gao reg – modulates binding of RGS4 to human Galphao | binding response (% of control), % at 10 µM | 220,000 tested, 0.33% active | P09471 | Multiplexed bead flow cytometry; actives lie on both sides | AID 1415; in the data active = binding response below about 49% or above about 150%; inactive = in between;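 also: fluorescent Galphao activated with aluminum fluoride binding bead-coupled RGS4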
# Mcl1-Noxa inh – Mcl-1/Noxa interaction inhibition. TR-FRET Mcl-1/Noxa peptide binding, 2 h. inhibition, % at 21.7 µM. 220,000 tested, 1.5% active. AID 1022;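 active = compounds that cut the protein-peptide binding signal by more than 50% relative to plate controls in a single-dose test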;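 also: His-tagged Mcl-1 with rhodamine Noxa BH3 peptide and terbium anti-His antibody; 0% = Mcl-1 plus Noxa peptide wells and 100% = peptide-only wells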
# Mcl1 Bid PPI – Mcl-1/Bid interaction inhibition. 220,000 tested, 0.97% active. TR-FRET Mcl-1/Bid-Dy647 peptide binding, 1536-well. AID 1021. inhibition, % at 21.7 µM;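 active = compounds that cut the binding signal by more than half at the single screening dose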;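 also: His-tagged Mcl-1 with europium anti-His antibody binding Bid BH3 peptide; 0% = Mcl-1 plus peptide wells and 100% = peptide-only wells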
# GSH fluor – compound fluoresces at 488/530 nm on GSH beads; GSH beads flow cytometry, compound fluorescence 488/530 nm; active compounds read high; fluorescence (KMESF) at 10 µM; 190,000 tested, 0.25% active; AID 1776; in the data active = fluorescence above about 89;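 also: glutathione beads carrying GST-tagged Bcl family fusion proteins plus one bare bead set; values are compound well signal with DMSO vehicle wells as background; inactives centre near 16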
# ABCB1 block – blocks JC-1 efflux by human ABCB1 transporter; CCRF-Adr cells, flow cytometry; inhibition, % at 6.6 µM; 190,000 tested, 0.067% active; in the data active = inhibition above about 40%;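 also: 0% = vehicle and 100% = reference inhibitor; higher value means more JC-1 retained so stronger ABCB1 efflux block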
# Target sequence (P08183 whole entry, looked up): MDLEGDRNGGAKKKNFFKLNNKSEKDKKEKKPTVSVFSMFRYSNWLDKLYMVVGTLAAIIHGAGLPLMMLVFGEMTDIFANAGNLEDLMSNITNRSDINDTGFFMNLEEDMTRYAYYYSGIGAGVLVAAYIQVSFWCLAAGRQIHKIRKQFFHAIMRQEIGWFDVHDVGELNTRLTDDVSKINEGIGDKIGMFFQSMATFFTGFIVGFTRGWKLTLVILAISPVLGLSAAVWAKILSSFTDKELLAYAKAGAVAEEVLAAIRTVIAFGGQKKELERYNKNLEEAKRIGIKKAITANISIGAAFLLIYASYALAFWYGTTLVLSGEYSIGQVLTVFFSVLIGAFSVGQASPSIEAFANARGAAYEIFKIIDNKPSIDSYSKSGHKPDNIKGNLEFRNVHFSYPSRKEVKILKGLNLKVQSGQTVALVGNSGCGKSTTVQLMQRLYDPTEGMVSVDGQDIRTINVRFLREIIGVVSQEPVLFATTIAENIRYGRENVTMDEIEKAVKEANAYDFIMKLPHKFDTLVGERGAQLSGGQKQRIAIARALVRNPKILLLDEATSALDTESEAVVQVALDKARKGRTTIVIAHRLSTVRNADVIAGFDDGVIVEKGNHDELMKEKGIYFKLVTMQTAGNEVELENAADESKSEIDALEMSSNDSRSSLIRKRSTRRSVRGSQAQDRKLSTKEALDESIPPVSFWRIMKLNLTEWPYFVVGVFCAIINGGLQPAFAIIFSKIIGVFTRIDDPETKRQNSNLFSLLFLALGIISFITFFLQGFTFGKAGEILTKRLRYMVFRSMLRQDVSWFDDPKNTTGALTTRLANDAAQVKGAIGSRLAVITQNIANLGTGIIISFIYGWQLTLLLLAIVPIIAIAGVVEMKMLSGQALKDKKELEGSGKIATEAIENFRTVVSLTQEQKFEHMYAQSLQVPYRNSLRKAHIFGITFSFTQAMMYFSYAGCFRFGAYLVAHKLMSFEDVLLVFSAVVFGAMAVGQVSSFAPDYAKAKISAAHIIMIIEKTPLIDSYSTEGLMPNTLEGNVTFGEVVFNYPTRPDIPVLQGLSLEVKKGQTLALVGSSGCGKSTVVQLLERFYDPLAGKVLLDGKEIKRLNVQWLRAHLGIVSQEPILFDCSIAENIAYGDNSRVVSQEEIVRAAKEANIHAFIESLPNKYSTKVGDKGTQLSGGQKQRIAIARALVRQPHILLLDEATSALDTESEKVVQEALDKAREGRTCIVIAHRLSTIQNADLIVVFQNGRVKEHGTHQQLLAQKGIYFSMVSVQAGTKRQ
# ABCG2 block – blocks JC-1 efflux by human ABCG2 transporter; Q9UNQ0; IgMXP3 cells, flow cytometry; inhibition, % at 6.6 µM; 190,000 tested, 0.1% active;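 active = inhibition above 80%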;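 also: 0% = DMSO and 100% = nicardipine control wells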
#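 Times: 10 min at 25 °C | Test system: Two drug-resistant human cell lines, ABCG2 and ABCB1 | Quantity: 3 million cells/mL final, two lines in 1:1 ratio | Signal: Flow cytometry, 530 nm JC-1 signal | Dosing: Compound at 6.6 µM | Controls: Nicardipine and DMSO wells | Reagent: JC-1 as fluorescent efflux pump substrate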
# Mcl-1 Bim block – inhibitors of Bim-Mcl-1 interaction, human | Q07820 | Bead-based flow cytometry, Bim peptide-Mcl-1 binding | inhibition, % at 10 µM | 190,000 tested, 0.1% active | AID 1009; in the data active = inhibition above about 40%;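 also: 0% = no compound tracer wells and 100% = peptide blocker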
# RGS8-Gao – human RGS8-Galphao interaction regulation; response (percent of control binding), % at 10 µM; multiplexed bead flow cytometry, RGS8-Galphao binding; actives lie on both sides; AID 1423; 220,000 tested, 0.34% active; in the data active = response below about 60% or above about 140%; inactive = in between;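 also: Galphao activated as the GDP aluminium fluoride complex binding bead-coupled RGS8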
# Numbers without * were called inactive; ? = inconclusive; · = not tested or not shown; & = joins results of further samples.
# Below each compound – ABCB1 block	Mcl-1 Bim block	RGS4-Gao reg	Pf gamet viab	GSH fluor	RGS8-Gao	Mcl1 Bid PPI	Avidin bead fluor	ABCG2 block	RGS7-Gao reg	Mcl1-Noxa inh
[1] CCC(=O)c1ccc(OCC(O)CN2CCN(C(c3ccccc3)c3ccccc3)CC2)cc1 (centres undefined)
    2.4	-2	95	-6	18	96	-3	26	4	96	4
[2] COc1ccc2[nH]c(=O)c(CNc3ccc(C)cc3C)cc2c1
    ·	·	75	-19	·	89	-83	5	·	?	33
[3] CN(CC1CCOCC1)C(=O)CC1C(=O)NCCN1Cc1ccc(-c2ccccc2)cc1 (centres undefined)
    -0.5	1	102	·	10	101	3	11	4	100	8
[4] CCOC(=O)C1=C(C)NC(C)=C(C(=O)OCC)C1
    0.7	-1	91&91	·	26	95&93	-60&-13	12&8	7	?	13&10
[5] CCN(CC(=O)Nc1ccccc1-c1ccccc1)Cc1nc2ccccc2c(=O)[nH]1
    0.8	-2	92	4	10	94	-11	19	1	91	-1
[6] CCC(C)NC(=O)C1CCCN(c2nc(C)cc(OC)n2)C1 (centres undefined)
    0.3	-3	111	20	69	108	-2	7	3	108	3
[7] O=C(CC(NCc1ccccn1)C(=O)O)Nc1ccccc1Cl (centres undefined)
    -0.1	-2	105	-6	12	106	-26	26	1	101	-44
[8] COc1ccc(/C=C/C(O)=C2/C(=O)NC3(C)CC2c2ccccc2O3)c(OC)c1OC (centres undefined)
    -0.1	-1	105	0	15	105	-6	14	7	97	7
[9] O=C(N/N=C/C=C\c1ccccc1[N+](=O)[O-])c1ccccn1
    0.2	0	97	-10	8	98	-31	13	71	99	-2
[10] CC(=O)Oc1ccc(C(=O)c2ccccc2)c(OC(C)=O)c1
    -0.3	0	98	-26	10	99	-17	11	0	94	8
[11] CCOC(=O)Cc1csc(NC(=O)c2c(-c3c(F)cccc3Cl)noc2C)n1
    0.6	-2	104	·	19	101	-13	33	3	103	14
[12] CCOC(=O)CN=C/C(C(C)=O)=C(/C)O
    0.8	-2	103	-5	16	103	-20	7	2	98	24
[13] CCOCCn1c(SCc2ccc(C)cc2)nc2c1c(=O)[nH]c(=O)n2C
    1.3	0	99	·	25	100	-10	7	4	103	-2
[14] CC(/C=C/C(=O)c1ccc(C)cc1)=C\c1ccccc1
    1.9	36	101	-5	21	103	-2	14	30	101	9
[15] COc1cccc(-n2ccnc2SCC(=O)Nc2cc(C)on2)c1
    -0.1	0	100	7	21	103	-38	8	0	97	-9
[16] COc1ccc(CN(CCO)CCO)cc1[N+](=O)[O-]
    0.1	-4	99	-8	13	99	50	13	1	101	34
[17] Cc1c(NC(=O)c2ccc(Br)o2)cccc1C(=O)O
    0.1	0	102	·	16	101	-7	35	0	96	1
[18] O=C(NCc1ccccn1)C(=O)NN=C1CCCCCCCCCCC1
    0.0	-3	100	0	16	105	-21	12	0	99	1
[19] CN1CCN(c2nc(-c3ccc(Br)cc3)nnc2-c2ccccc2)CC1
    1.7	0	100	-6	57	100	-50	22	5	99	-7
[20] COc1ccccc1N1CCN(C(=O)c2ccc(S(=O)(=O)N3CCCCCC3)cc2)CC1
    2.9	0	97	-18	18	100	-16	14	8	99	-3
[21] NNc1nc2sc3c(c2c(=O)[nH]1)CCc1ccccc1-3
    -0.3	-4	98	27	18	100	-48	14	0	98	-15
[22] CC(C)OC(=O)C1C2C=CC3(CN(CC4CCCO4)C(=O)C13)O2 (centres undefined)
    0.1	2	100	·	7	99	-47&-2	10	0	102	12&5
[23] Cc1cc(=O)[nH]c(SCC(N)=O)c1C#N
    -0.1	-1	97	-15	18	97	6	29	0	104	15
[24] Cc1nonc1NCn1nnc2ccccc21
    -2.8	0	97	-27	21	99	-6	14	-2	99	2
[25] Cc1ccc(-n2nc(C(=O)O)c(O)cc2=O)cc1
    0.3	2	102	-11	14	101	-2	9	3	97	15
[26] Cc1ccc(N(C(=O)c2csnn2)C(C(=O)NC(C)(C)C)c2cccnc2)cc1 (centres undefined)
    0.1	0	100	4	53	96	9	6	0	100	10
[27] C/C(=N\O)C(=O)NCCN(C)C
    0.3	-4	100	-17	10	96	-9	3	1	96	-4
[28] COc1ccc(NC(=S)N(CCc2nc3cc(C)c(C)cc3[nH]2)Cc2cccnc2)cc1
    6.5	0	99	·	19	104	-34	9	28	100	7
[29] COc1ccc(OC)c(-n2c(C)ccc2-c2ccc(S(C)(=O)=O)cc2)c1
    0.3	1	101	-12	5	101	-67	7	2	100	12
[30] O=C(COC(=O)c1ccc([N+](=O)[O-])s1)NCc1ccc(F)cc1
    3.0	-5	104	·	8	101	9	7	9	102	16

# Some of the entries above, reformatted.
[16] COc1ccc(CN(CCO)CCO)cc1[N+](=O)[O-]
[17] Cc1c(NC(=O)c2ccc(Br)o2)cccc1C(=O)O
[18] O=C(NCc1ccccn1)C(=O)NN=C1CCCCCCCCCCC1
[19] CN1CCN(c2nc(-c3ccc(Br)cc3)nnc2-c2ccccc2)CC1
[20] COc1ccccc1N1CCN(C(=O)c2ccc(S(=O)(=O)N3CCCCCC3)cc2)CC1
[21] NNc1nc2sc3c(c2c(=O)[nH]1)CCc1ccccc1-3
[22] CC(C)OC(=O)C1C2C=CC3(CN(CC4CCCO4)C(=O)C13)O2 (centres undefined)
[23] Cc1cc(=O)[nH]c(SCC(N)=O)c1C#N
assay / entry	16	17	18	19	20	21	22	23
ABCB1 block	0.1	0.1	0.0	1.7	2.9	-0.3	0.1	-0.1
Mcl-1 Bim block	-4	0	-3	0	0	-4	2	-1
RGS4-Gao reg	99	102	100	100	97	98	100	97
Pf gamet viab	-8	·	0	-6	-18	27	·	-15
GSH fluor	13	16	16	57	18	18	7	18
RGS8-Gao	99	101	105	100	100	100	99	97
Mcl1 Bid PPI	50	-7	-21	-50	-16	-48	-47&-2	6
Avidin bead fluor	13	35	12	22	14	14	10	29
ABCG2 block	1	0	0	5	8	0	0	0
RGS7-Gao reg	101	96	99	99	99	98	102	104
Mcl1-Noxa inh	34	1	1	-7	-3	-15	12&5	15

[24] Cc1nonc1NCn1nnc2ccccc21
[25] Cc1ccc(-n2nc(C(=O)O)c(O)cc2=O)cc1
assay / entry	24	25
ABCB1 block	-2.8	0.3
Mcl-1 Bim block	0	2
RGS4-Gao reg	97	102
Pf gamet viab	-27	-11
GSH fluor	21	14
RGS8-Gao	99	101
Mcl1 Bid PPI	-6	-2
Avidin bead fluor	14	9
ABCG2 block	-2	3
RGS7-Gao reg	99	97
Mcl1-Noxa inh	2	15

# (more compounds)
# Below each compound – ABCB1 block	Mcl-1 Bim block	RGS4-Gao reg	Pf gamet viab	GSH fluor	RGS8-Gao	Mcl1 Bid PPI	Avidin bead fluor	ABCG2 block	RGS7-Gao reg	Mcl1-Noxa inh
[31] CCOC(=O)c1c(NC(=O)Cn2nc(C(F)(F)F)cc2C)sc2c1CCC2
    1.4	0	101	-3	13	91	-21	7	33	99	-4
[32] Cc1cc(C)c(NC(=O)Cc2ccc(-n3cccc3)cc2)c(C)c1
    0.2	-1	92	-8	5	92	-15	1	-1	97	15
[33] O=C(NC(NC1CCS(=O)(=O)C1)C(Cl)(Cl)Cl)c1cccc(Cl)c1 (centres undefined)
    0.3	-1	101	23	13	103	5	38	4	100	5
[34] Cc1cccc(-c2nnc(-c3ccc(N)cc3)o2)c1
    0.1	-2	103	·	13	100	-5	36	1	96	1
[35] C=CCSc1nnc(NC(=O)CSc2nc(CCC)cc(=O)[nH]2)s1
    0.0	-4	112	2	8	113	3	6	0	107	8
[36] CCOc1ccc(C2=C/C(=C/c3cccnc3)C(=O)O2)cc1
    -0.2	-2	90	4	19	91	-1	12	0	90	26
[37] CCCn1c(=O)c(F)cn(Cc2ccc(OC)c([N+](=O)[O-])c2)c1=O
    1.1	3	101	2	61	105	-73	9	6	99	11
[38] Cn1c(N=Nc2ccccc2)nc2ccccc21
    1.2	-2	97	6	13	101	4	12	42	95	13
[39] Cc1ccccc1CS(=O)(=O)Cc1ccc(C(=O)N2CCOCC2)o1
    0.1	1	103	-5	14	105	4	7	2	103	7
[40] Cc1nn(-c2ccccc2)c(C)c1/C=N/NC(=O)CSc1nc2ccccc2c(=O)n1-c1ccccc1
    11	-2	101	13	17	100	26	17	11	104	0
[41] CCN(CC)S(=O)(=O)c1cc(OC)c(C)cc1C
    0.4	-3	100	·	15	102	-24	11	4	?	-10
[42] O=C(c1ccc(Cl)cc1)C1CCCN(Cc2cnn(-c3ccccc3)c2)C1 (centres undefined)
    1.1	-2	107	·	18	102	-21	7	0	103	30
[43] COc1cc(C(=O)Nc2ccc3c(c2)OCO3)ccc1OCc1c(C)noc1C
    1.5	-2	99	-7	12	98	6	13	12	102	24
[44] Cc1cc(C(=O)COc2ccc(-c3nnco3)cc2)c(C)n1Cc1ccccc1
    0.4	1	97	4	37	101	-77	7	1	96	22
[45] O=S(=O)(c1ccc(F)c(F)c1F)N1CCN(C(=S)Nc2ccccc2)CC1
    0.1	0	105	-15	12	104	-40	10	-1	104	6
[46] CCOC(=O)c1cnc(-n2nc(C)cc2C)nc1NC1CCCCC1
    0.0	-3	100	·	12	99	-3	23	1	98	6
[47] O=C(NCc1ccccn1)C1CCCN(S(=O)(=O)c2ccccc2)C1 (centres undefined)
    0.7	-1	87	·	26	94	-1	11	3	91	2
[48] Cc1cc(O)ccc1NC(=O)c1ccccc1
    -0.9	-3	98	1	70	99	-41	10	-2	101	-5
[49] O=C(NCc1ccccc1)C1CCCN(S(=O)(=O)c2cccnc2)C1 (centres undefined)
    0.6	-1	100	14	25	102	-1	17	0	101	5
[50] Cc1ccc(S(=O)(=O)N2C(=O)CCC2C(=O)Nc2ccc3c(c2)OCCO3)cc1 (centres undefined)
    0.3	-4	103	8	29	104	-12	17	2	105	10
[51] CC(=O)Nc1cc[n+](C(C)C(=O)c2ccc(Cl)cc2)cc1 (centres undefined)
    0.0	-2	94	16	13	99	-33	10	1	99	-5
[52] COc1cc(C(=O)N2CCN(c3cccc(C)c3C)CC2)cc(OC)c1OC
    1.0	-5	101	·	16	101	-20	24	5	99	14
[53] O=C(CNC(=O)c1ccccc1)Nc1ccsc1C(=O)O
    0.3	2	100	·	11	105	-17	3	-1	99	-19
[54] Cc1ccc(S(=O)(=O)N2CCCOC2CNC(=O)C(=O)NCc2cccs2)cc1 (centres undefined)
    0.8	-8	101	-4	12	100	-2	10	5	98	1
[55] CCOC(=O)c1sc2nc(CSc3ccccc3)nc(N3CCC(C(N)=O)CC3)c2c1C
    0.9	-1	102	12	14	102	6	11	2	102	-2
[56] CCCCOCCCNCC(=O)Nc1ccc(S(N)(=O)=O)cc1
    -1.0	0	103	-12	27	101	-7	8	-2	?	-3
[57] Cc1ccc2cc(CN(Cc3ccc(F)cc3)Cc3nnnn3C3CCCC3)c(=O)[nH]c2c1
    6.5	-3	103	11	10	101	-6	8	17	102	11
